From PubChem
Xi reactivation: activators of X-chromosome reactivation in mouse fibroblasts. activation, % at 7.58 µM. AID 743238. actives 0.055% (n = 360,000). XiGFP mouse fibroblasts, % GFP-positive cells imaging, 3 d; cells co-treated with 5-aza-dC sensitizer; scaled so ellipticine positive control = 100%;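 active = mean normalized replicate activation at least 10% and every replicate at or above 10%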;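 also: 0% = median of on-plate neutral control wells and 100% = ellipticine 6 µM median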
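Assay system – SV40-immortalized XiGFP fibroblast cells, line 68-5-11 · Buffer or medium – DMEM supplemented with 5-aza-dC as sensitizing agent · Dosing – one concentration, pinned · Benchmarks – positive control ellipticine, 6 µM final · Times – 3 days compound exposure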
RAD54 branch: blocks human RAD54 Holliday junction branch migration; inhibition, % at 10.4 µM; actives 0.14% (n = 360,000); FAM/BHQ fluorescence;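 active = mean normalized replicate activity at least 40 and at least half of replicates scoring 40 or more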;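 also: 0% = median of neutral control wells and 100% = median of positive control wells; inhibitors cause a drop in the FAM fluorescence signal; in these data hits start at about 50%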
EWS-Fli block: blocks EWS/Fli oncoprotein-driven transcription; A673 NR0B1-luciferase reporter, viability-normalised; inhibition, % at 12.6 µM; actives 0.67% (n = 350,000); AID 651661;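 active = mean inhibition of at least 50% after viability correction, with every replicate also passing that limit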;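 also: firefly luciferase signal divided by Alamar Blue viability fluorescence both relative to DMSO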
RAD52 inh: blocks human RAD52 DNA annealing | recombinant RAD52 DNA annealing, FRET fluorescence | inhibition, % at 18.7 µM | actives 0.46% (n = 360,000);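 active = every replicate showing at least 50% inhibition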
Target sequence (P43351 whole entry, looked up): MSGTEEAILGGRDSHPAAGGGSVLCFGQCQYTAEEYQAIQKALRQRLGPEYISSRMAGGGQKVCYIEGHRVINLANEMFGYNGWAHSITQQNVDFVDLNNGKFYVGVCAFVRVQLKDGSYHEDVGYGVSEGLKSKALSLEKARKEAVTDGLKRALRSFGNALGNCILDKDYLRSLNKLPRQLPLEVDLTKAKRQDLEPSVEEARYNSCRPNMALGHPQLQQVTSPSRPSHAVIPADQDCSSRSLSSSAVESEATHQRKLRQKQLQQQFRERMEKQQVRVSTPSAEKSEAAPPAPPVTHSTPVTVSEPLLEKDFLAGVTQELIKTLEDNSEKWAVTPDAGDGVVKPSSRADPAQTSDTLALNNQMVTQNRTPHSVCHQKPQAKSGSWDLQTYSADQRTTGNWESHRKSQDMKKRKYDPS
esBAF inh: SWI/SNF esBAF complex inhibition | mouse ES cells, Bmi1-luciferase knock-in reporter, 24 h; 100% = twice the neutral-well signal | reporter increase, % at 12.5 µM | actives 2% (n = 350,000); in the data active = activation above about 40%;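 also: 0% = median of the plate's neutral control wells and 100% = double that signal; a rise in the Bmi1 reporter signal indicates esBAF inhibition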
FN deposit inh: fibronectin deposition inhibition. inhibition, % at 12.6 µM. actives 0.086% (n = 350,000). AH1F fibroblasts, Alexa488-fibronectin deposition fluorescence, overnight. AID 743247;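 active = mean inhibition across replicates of 30% or more, regardless of how many single replicates reach that level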;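 also: positive control wells lacked labelled fibronectin entirely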
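Measured by – fluorescence 485/525 nm · System – AH1F fibroblast monolayer, labelled fibronectin deposition · Amount – 10000 cells per well · Buffer or medium – serum-reduced DMEM (2% serum) · Doses – single dose, pinned · Also added – fluorescent fibronectin at 24 nM final · Schedule – 1 h cell attachment, overnight exposure to compound and label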
E-sel inducer: induces E-selectin expression in human endothelial cells | P16581 | HUVEC E-selectin immunofluorescence imaging; normalized: neutral wells 0, TNF-alpha wells 100 | activation, % at 7.58 µM | actives 0.37% (n = 260,000) | AID 686992;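 active = mean E-selectin-positive cell signal at least 10% of the positive control, reached in at least 60% of replicates, without over 20% cell loss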;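 also: in these data hits start at about 27%; measured in HUVEC primary endothelial cells; signal is the percent of cells scored E-selectin positive by PE staining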
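Test system: HUVEC | Signal: Immunofluorescence imaging | Read-out: Percent E-selectin-positive cells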
S100A4 inh HTS: S100A4-myosin IIA interaction inhibition; AID 652163; actives 0.14% (n = 360,000); S100A4/TAMRA-MyoIIA peptide fluorescence polarization; inhibition, % at 10.7 µM; P26447;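 active = mean inhibition of at least 70% across replicates, with every replicate also reaching that level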
Target sequence (P26447 whole entry, looked up): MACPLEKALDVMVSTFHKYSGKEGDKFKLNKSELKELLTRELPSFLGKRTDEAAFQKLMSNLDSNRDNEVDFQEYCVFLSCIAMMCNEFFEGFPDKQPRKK
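assay system = human S100A4 monomer with TAMRA-labelled myosin IIA peptide | also added = labelled myosin peptide probe, 5 nM | incubation = 5 min between mix addition and reading | control set = DMSO and TFP controls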
Numbers without * were called inactive; nt = no result given; & = joins results of further samples. Rows were taken by chance; 3% or so of the library scored in one or more.

SMILES | Xi reactivation | RAD54 branch | EWS-Fli block | RAD52 inh | esBAF inh | FN deposit inh | E-sel inducer | S100A4 inh HTS
O=C(Nc1ccccc1)Nc1ccc2c(c1)[C@H]1C[C@H](CC(=O)N3CCOCC3)O[C@H](CO)[C@H]1O2 | 0.1 | 7 | 3 | nt | 2 | 1 | 0.0 | nt
C[C@H]1CN([C@@H](C)CO)C(=O)c2cc(NC(=O)Nc3ccc4c(c3)OCO4)ccc2O[C@H]1CN(C)Cc1ccc(-c2ccccc2)cc1 | -0.1 | 4 | 5 | 31 | 3 | nt | -3.2 | -28
CCCCC(C(=O)NC1CCCC1)N(C(=O)c1snc(C(N)=O)c1N)c1ccc(C)cc1 (configuration not stated) | 0.2 | -1 | 18 | -6 | -9 | 5 | -0.2 | -2
COc1cccc(Nc2ncnc3onc(-c4ccccc4OC)c23)c1 | 0.1 | -6 | 13 | -4 | 12 | 10 | 0.0 | -2
CCOC(=O)c1nc(C)n(-c2ccc([N+](=O)[O-])cc2)n1 | 0.0 | -3 | -2 | -4 | 7 | -2 | nt | 0
CCCn1cnc2cc(NCc3cccs3)ccc21 | -0.1 | nt | -81 | -8 | 33 | -8 | 2.0 | -5
O=C(O)CN1CCNCCN(CC(=O)O)CCNCC1 | 0.2 | nt | 15 | -5 | nt | -1 | -0.2 | 1
CC(C)Nc1nc(-c2ccccn2)nc(-c2ccccc2)c1C#N | 0.0 | nt | 21 | -9 | nt | 11 | nt | 1
CC(=O)c1cccc(N(CC(=O)Nc2ccc(S(=O)(=O)N3CCCC3)cc2)S(C)(=O)=O)c1 | 0.0 | -4 | 4 | -12 | -5 | 1 | nt | 0
COc1ccc2c3c(n(C)c2c1)[C@H](CO)N(Cc1ccccc1)CC31CN(C)C1 | 0.2 | nt | -6 | 16 | nt | nt | -0.3 | -3
CCOC(=O)C1=C(C)N(C)C(=O)NC1c1cc2c(cc1[N+](=O)[O-])OCO2 (configuration not stated) | 0.0 | 3 | 1 | -6 | 2 | -5 | -0.3 | -5
N#CCSc1nnc(Cc2ccc3c(c2)OCO3)o1 | nt | 0 | nt | nt | 8 | 1 | -2.6 | nt
Cc1noc(C)c1NC(=O)Nc1ccc2c(c1)C(=O)N([C@H](C)CO)C[C@H](C)[C@@H](CN(C)S(=O)(=O)c1ccc(F)cc1)OCCCC[C@@H](C)O2 | -0.6 | 3 | -6 | 12 | 1 | nt | -0.3 | 35
Cc1ccc(N2CC(C(=O)Nc3nnc(SCCN4CCOCC4)s3)CC2=O)cc1C (configuration not stated) | -0.1 | 7 | 10 | -13 | -2 | 0 | nt | -2
OCc1ccccc1OCCCOc1cccc2cccnc12 | 1.4 | -8 | -71 | -2 | 44* | 9 | nt | 0
Cc1ccc(S(=O)(=O)N(C)C)cc1NC(=O)COC(=O)CC1CCCC1 | 0.3 | -10 | -14 | -10 | nt | 1 | nt | -13
CC(CCC(=O)O)(c1ccc(O)cc1)c1ccc(O)cc1 | nt | 0 | -4 | -6 | 8 | nt | nt | -6
CN(C)S(=O)(=O)c1ccc(N2CCCC2)c(C(=O)Nc2ccccc2)c1 | 0.1 | -4 | 3 | -16 | 0 | 2 | 2.8 | -1
CCn1c(SCC(=O)N/N=C/C=C/c2ccccc2[N+](=O)[O-])nnc1-c1ccccc1 | 0.0 | nt | 13 | -12 | nt | 5 | 6.5 | 2
Nn1c(Cc2ccc(F)cc2)n[nH]c1=S | -0.2 | nt | 0 | -5 | nt | 0 | 1.8 | -6
O=C(Nc1cc(F)ccc1F)N[C@H]1CC[C@@H](CC(=O)N2CCc3ccccc3C2)O[C@H]1CO | 0.3 | -4 | 3 | -11 | 1 | -5 | -0.2 | 2
Cc1cc(=O)[nH]c(N/N=C/c2cccc(Br)c2)n1 | 0.0 | 5 | -8 | 8 | 16 | 0 | 0.3 | -4
CSCCC(NC(=O)COc1ccccc1)C(=O)N1CCCCC1 (configuration not stated) | 0.1 | -10 | -2 | -2 | -12 | nt | -0.2 | -1
CC1(C(=O)NS(=O)(=O)c2cccc(OC(F)F)c2)CCN1C(=O)CCc1cccs1 (configuration not stated) | 0.2 | -4 | -1 | -6 | 6 | nt | -0.3 | 1
CO[C@H]1CN(C)C(=O)c2ccc(NC(=O)C3CC3)cc2OC[C@H](C)N(CC2CCCC2)C[C@@H]1C | -0.3 | nt | 2 | 9 | nt | 1 | 0.0 | 1
COc1ccc(NC(=O)CN(C)CC(=O)Nc2ccc(Cl)cc2[N+](=O)[O-])cc1 | -0.1 | 8 | 12 | -14 | 3 | -6 | 0.6 | 1
NNC(=O)c1oc2nc(-c3ccccc3)cc(-c3ccccc3)c2c1N | 0.0 | -11 | 31 | -8 | -4 | 9 | 0.1 | -3
CCNC(=O)C[C@@H]1CC[C@H]2[C@H](COc3ccc(NC(=O)c4ccccc4)cc3C(=O)N2C)O1 | 0.0 | -6 | -6 | 2 | -1 | 13 | 0.1 | 3
COc1cccc(NC(=O)CCC2CCN(Cc3nccs3)CC2)c1 | 0.2 | 14 | 2 | -11 | nt | -2 | nt | -6
Cc1csc(/N=C/c2ccc([N+](=O)[O-])cc2)n1 | 0.0 | nt | 9 | -16 | nt | -11 | nt | 0
CC(C)(c1ccc(O)c([N+](=O)[O-])c1)c1ccc(O)c([N+](=O)[O-])c1 | 0.0 | -9 | -22 | 1 | nt | 12 | -0.2 | 4
O=S1(=O)CC(N2CCN(CCO)CC2)CN1Cc1cn(Cc2ccc(F)cc2)nn1 (configuration not stated) | 0.1 | nt | -17 | -12 | nt | 10 | -0.3 | -2
Cn1c(=O)oc2cc(S(=O)(=O)Nc3cccc(F)c3)ccc21 | 0.3 | 3 | -6 | -8 | 2 | 8 | 0.0 | 2
CCN(CC)CCCNCC(=O)Nc1ccc2c(c1)CCC2 | 0.0 | nt | 4 | -12 | nt | 0 | nt | 0
CC(C)CNC(=S)N1CCC(C(=O)c2ccc3c(c2)OCCO3)CC1 | 0.0 | nt | -3 | -11 | nt | nt | nt | 3
Cc1nn(C)cc1C(C(=O)NC1CCCCC1)N(C(=O)Cc1cccs1)c1ccc(Cl)cc1 (configuration not stated) | -0.1 | -10 | -2 | -16 | nt | -3 | -0.1 | -2
CC(C)NC(=O)Nc1ccc2c(c1)C(=O)N([C@H](C)CO)C[C@H](C)[C@H](CN(C)C(=O)Cc1ccccc1)OCCCC[C@H](C)O2 | 0.4 | -1 | nt | -11 | nt | 4 | 0.8 | 6
COC(=O)/C(C#N)=C/c1c(N2CCN(C)CC2)nc2ccccn2c1=O | 0.3 | 5 | 0 | -12 | -4 | -3 | 0.1 | -3
CCc1ccc(-n2cnc3cc(C(=O)NCC(OC)OC)ccc32)cc1 | 0.4 | 3 | 8 | -12 | 4 | 2 | 0.2 | -32
COc1ccc(-c2cn(CC[C@@H]3CC[C@H](NS(=O)(=O)c4ccccc4C)[C@@H](CO)O3)nn2)cc1 | -0.2 | 4 | 4 | 3 | 10 | nt | -0.2 | -1

Part of the list above, showing only FN deposit inh, RAD52 inh and S100A4 inh HTS.
| Molecule | FN deposit inh | RAD52 inh | S100A4 inh HTS |
| --- | --- | --- | --- |
| CCOC(=O)c1nc(C)n(-c2ccc([N+](=O)[O-])cc2)n1 | -2 | -4 | 0 |
| Cc1nn(C)cc1C(C(=O)NC1CCCCC1)N(C(=O)Cc1cccs1)c1ccc(Cl)cc1 (configuration not stated) | -3 | -16 | -2 |
| O=S1(=O)CC(N2CCN(CCO)CC2)CN1Cc1cn(Cc2ccc(F)cc2)nn1 (configuration not stated) | 10 | -12 | -2 |

Copied from the list:
Xi reactivation, COc1ccc(-c2cn(CC[C@@H]3CC[C@H](NS(=O)(=O)c4ccccc4C)[C@@H](CO)O3)nn2)cc1 stands at -0.2
E-sel inducer, CC(C)(c1ccc(O)c([N+](=O)[O-])c1)c1ccc(O)c([N+](=O)[O-])c1 stands at -0.2

Further structures follow.
SMILES | Xi reactivation | RAD54 branch | EWS-Fli block | RAD52 inh | esBAF inh | FN deposit inh | E-sel inducer | S100A4 inh HTS
CCOC(CNC(=O)Cn1nc(C)c2ccccc21)OCC | -0.8 | nt | 4 | -2 | nt | -2 | -0.9 | -1
CN(C)C(=O)C[C@H]1C[C@@H]2c3cc(NC(=O)NC4CCCC4)ccc3O[C@@H]2[C@@H](CO)O1 | 0.1&0.5 | nt | 1 | -2&-1 | nt | -7&-15 | -0.2 | -2&-36
COC(=O)[C@H]1[C@H](CO)[C@H]2Cn3c(ccc(-c4cccc(F)c4)c3=O)[C@H]2N1Cc1ccncc1 | 0.0 | nt | -55 | -38 | nt | nt | 1.1 | -2
Cc1onc(-c2ccccc2Cl)c1C(=O)NCc1ccc2c(c1)cc(C)n2C | 0.1 | 6 | 3 | -11 | 3 | -10 | 1.5 | 43
COc1ccc(NC(=O)N2CCN(c3nc4ccccc4n3C(C)C)CC2)cc1 | -0.2 | nt | -3 | -7 | nt | nt | nt | -1
CCS(=O)(=O)c1nc(S(=O)(=O)c2ccc(C)cc2)c(NCCCN(C)C)s1 | -0.1 | nt | 6 | -18 | nt | 8 | -0.3 | -4
Cc1ccccc1-c1ccc([C@H]2[C@@H](CO)N3CCCCN(S(C)(=O)=O)C[C@@H]23)cc1 | 0.0 | 9 | 4 | -5 | -6 | nt | 0.4 | 6
Cc1ccc(C)c(CC(=O)N2CCCCC2c2cc(C(=O)Nc3ccc(F)c(Cl)c3)no2)c1 (configuration not stated) | 0.0 | -2 | -34 | -21 | -7 | 16 | 1.0 | -3
Nc1c(-c2cccc(Cl)c2)cnn1-c1ccccc1 | 0.0 | -13 | -95 | -8 | 52* | -2 | 1.4 | 0
CCCc1nnc(NC(=O)CCC(=O)N2CCN(Cc3cc(F)ccc3OC)CC2)s1 | 0.1 | -7 | -9 | -6 | 2 | -6 | nt | -2
CCOC(=O)C1(C)CCCN(C(=O)c2ccc(OC(F)F)cc2)C1 (configuration not stated) | 0.1 | -5 | 2 | -8 | -6 | 4 | -0.2 | -8
CCOC(=O)CNC1CC(=O)N(c2ccc(Br)cc2)C1=O (configuration not stated) | 0.1 | 0 | 13 | -2 | -8 | 1 | 0.0 | -2
Nc1cccc(NP(=O)(c2ccccc2)c2ccccc2)c1 | 0.1 | nt | 7 | -6 | nt | 4 | 0.3 | 2
CCOC(=O)c1c(CSc2ccccc2)n(C)c2cc(Br)c(OCC(O)CNC(CO)(CO)CO)cc12 (configuration not stated) | -0.1 | 7 | 7 | -18 | nt | -9 | nt | 11
Cc1ccc(-n2nc(C)cc2NC(=O)CC#N)cc1 | 0.1 | nt | -15 | -5 | nt | 4 | nt | -3
CC1(C)OC(=O)NC1c1ccccc1 (configuration not stated) | 0.0 | 0 | 0 | -2 | 0 | -4 | nt | -7
COc1cccc(/C=C/C(=O)Oc2ccc(C(=O)c3ccc(F)cc3)cc2)c1 | 0.0 | nt | 0 | -13 | nt | -3 | nt | 3
COc1ccc(NC(=O)N(C)C[C@@H]2Oc3c(NS(=O)(=O)c4ccc(OC)cc4)cccc3C(=O)N([C@@H](C)CO)C[C@H]2C)cc1 | 0.1 | -4 | -4 | 1 | -3 | nt | 0.0 | 1
CCC(=O)N(C)C[C@H]1Oc2ncc(C#CCC(C)C)cc2C(=O)N([C@@H](C)CO)C[C@H]1C | 0.3 | 3 | 2 | -1 | 6 | -4 | -0.2 | 16
OC[C@@H]1[C@H](c2ccc(/C=C/c3ccccc3)cc2)[C@H]2CN(Cc3cncnc3)CCCCN12 | 0.2 | 4 | -6 | -18 | nt | nt | 0.2 | 11
